# SENP7 block – blocks the human protease SENP7. inhibition, % at 5 µM. recombinant SENP7, Z-RLRGG-aminoluciferin luminescence, 40 min. hit rate 1.5% among 330,000. AID 434973;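 active = inhibition above about 50% at the single test dose, limit read from the data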;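 also: plate controls were DMSO with enzyme for no effect and no enzyme buffer wells for full effect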
# SENP8 block-1 – blocks human SENP8 cleavage of Nedd8 substrate. Q96LD8. recombinant SENP8, Nedd8 substrate fluorescence. inhibition, % at 20 µM. hit rate 0.64% among 360,000. AID 602440; in the data active = inhibition mostly above about 40%, no sharp cut-off; inactive = mostly below about 27%
# Target sequence (Q96LD8 whole entry, looked up): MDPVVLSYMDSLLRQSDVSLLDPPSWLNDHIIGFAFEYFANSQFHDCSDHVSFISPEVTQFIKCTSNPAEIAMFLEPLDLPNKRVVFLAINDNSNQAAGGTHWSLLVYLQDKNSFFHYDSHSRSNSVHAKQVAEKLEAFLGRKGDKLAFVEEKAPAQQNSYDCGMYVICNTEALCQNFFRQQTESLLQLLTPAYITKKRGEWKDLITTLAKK
# Apaf-1 inh – blocks human Apaf-1 apoptosome activity. hit rate 0.71% among 330,000. inhibition, % at 20 µM. reconstituted apoptosome caspase-3 activity, DEVD-Rh110 fluorescence. O14727. AID 489030; active = inhibition of at least 40% at 20 µM;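 also: plate controls were DMSO wells for no effect and DEVD-CHO caspase inhibitor wells for full effect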
#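 System: Apoptosome proteins | Medium: Hepes pH 7.5 with detergent and BSA | Also added: Cytochrome c trigger plus (Z-DEVD)2-Rh110 caspase-3 substrate | Incubation: 30 min compound preincubation, 50 min activation, room temperature | Detection: Rhodamine 110 fluorescence at Ex 480/Em 540 nm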
# PfG6PD inh – PfG6PD (Plasmodium falciparum) enzyme inhibition. PfGluPho enzyme, NADPH resazurin-diaphorase fluorescence. inhibition, % at 20 µM. hit rate 0.78% among 350,000;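 active = inhibition reaching at least a set limit at 20 µM in the primary screen, cut at about 59% in these data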;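 also: 0% = DMSO wells with substrate and 100% = DMSO wells lacking glucose-6-phosphate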
# SENP8 block-2 – blocks the human protease SENP8; Q96LD8; inhibition, % at 10 µM; hit rate 1.2% among 330,000; AID 2540; purified SENP8, Z-RLRGG-aminoluciferin cleavage, luminescence; in the data active = inhibition above about 50%
# SENP6 inh – inhibitors of human SENP6 protease; inhibition, % at 10 µM; AID 2599; hit rate 1.8% among 330,000; Recombinant SENP6 catalytic domain, aminoluciferin luminescence;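 active = inhibition above about 50% at the single tested dose, limit read from the data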;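 also: plate controls were DMSO wells with enzyme for no effect and DMSO wells lacking enzyme for full effect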
# SENP1 inh – inhibitors of human SENP1 SUMO protease catalytic domain; recombinant SENP1 catalytic domain, CyPet-SUMO1-YPet FRET cleavage; hit rate 0.21% among 360,000; Q9P0U3; inhibition, % at 10 µM;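 active = inhibition at least 30% at 10 µM, raw YFP signal under a set limit, fluorescence ratio 0.5 to 1.5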;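 also: 0% = enzyme with DMSO and 100% = no enzyme wells; some results filed as inactive read as strong as hits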
#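 System: Recombinant human SENP1 catalytic domain, His6-tagged | Incubation: Enzyme reaction for 50 min at room temperature, dark | Medium: Tris pH 8 with BME, BSA, NP40 and catalase | Also added: 25 nM SUMO1 FRET substrate | Compound: 10 µM single point, 0.5% DMSO | Measured by: FRET fluorescence in CFP and YFP emission channels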
# HKDC1 inh – HKDC1 (human) hexokinase inhibition. inhibition, % at 20 µM. Q2TB90. hit rate 0.16% among 340,000. recombinant HKDC1, G6PDH/diaphorase resazurin coupled fluorescence. AID 493160;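 active = inhibition above about 35% when tested at 20 µM, limit read from the data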;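 also: plate controls were DMSO wells with enzyme for no effect and DMSO wells lacking enzyme for full effect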
# Target sequence (Q2TB90 whole entry, looked up): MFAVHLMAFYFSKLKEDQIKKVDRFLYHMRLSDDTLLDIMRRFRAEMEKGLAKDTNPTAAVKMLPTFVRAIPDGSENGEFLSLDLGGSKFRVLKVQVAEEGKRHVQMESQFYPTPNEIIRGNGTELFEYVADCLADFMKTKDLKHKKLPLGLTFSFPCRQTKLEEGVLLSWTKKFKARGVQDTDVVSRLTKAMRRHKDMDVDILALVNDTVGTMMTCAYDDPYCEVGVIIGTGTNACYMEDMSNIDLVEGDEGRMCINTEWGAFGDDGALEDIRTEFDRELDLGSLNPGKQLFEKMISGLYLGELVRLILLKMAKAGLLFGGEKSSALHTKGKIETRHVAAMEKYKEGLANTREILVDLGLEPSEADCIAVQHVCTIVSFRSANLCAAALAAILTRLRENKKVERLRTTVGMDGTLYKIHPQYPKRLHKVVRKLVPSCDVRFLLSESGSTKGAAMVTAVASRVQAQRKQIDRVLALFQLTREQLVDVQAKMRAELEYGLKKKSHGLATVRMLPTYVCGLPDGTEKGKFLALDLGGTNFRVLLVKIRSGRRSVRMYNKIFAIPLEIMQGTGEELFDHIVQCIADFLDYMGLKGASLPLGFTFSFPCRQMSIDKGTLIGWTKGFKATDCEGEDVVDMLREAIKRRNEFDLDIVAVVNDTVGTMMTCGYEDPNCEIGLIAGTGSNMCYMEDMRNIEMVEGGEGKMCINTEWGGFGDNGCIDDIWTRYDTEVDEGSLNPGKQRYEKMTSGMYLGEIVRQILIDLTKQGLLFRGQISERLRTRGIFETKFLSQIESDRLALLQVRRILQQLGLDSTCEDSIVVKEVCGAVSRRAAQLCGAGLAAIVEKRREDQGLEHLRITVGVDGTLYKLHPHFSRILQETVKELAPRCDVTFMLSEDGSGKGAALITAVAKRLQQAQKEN
#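 Incubation: 90 min at room temperature in dark / Material: recombinant HKDC1 (HK5) hexokinase enzyme, produced in-house / Quantity: enzyme 5 µg/mL final / Compound: one dose of 20 µM, 1% DMSO / Reagent: glucose and ATP substrates / Buffer or medium: Tris pH 8.0 buffer with MgCl2, Tween-20, BSA, BME / Technique: resorufin fluorescence at 613 nm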
# * hit, by the source's call; i = inactive; / = no result given.
SMILES	SENP7 block	SENP8 block-1	Apaf-1 inh	PfG6PD inh	SENP8 block-2	SENP6 inh	SENP1 inh	HKDC1 inh
COc1ccc(S(=O)(=O)N2CCOCC2)cc1NC(=O)[C@@H]1CCCN1C(=O)c1cccs1	0	7	5	7	-1	-6	-3	-6
COc1ccc(NC(=O)C2=C(C)C(=O)OC23CCC(C)CC3)c(OC)c1 (stereo not drawn)	19	11	3	5	-9	-15	3	1
Clc1cccc(C2CCN(Cc3nc(CC4CC4)no3)C2)c1 (stereo not drawn)	-3	6	10	9	-13	-41	-3	-10
COCCN(Cc1ccccc1)C(=O)c1c(C)nn(-c2ccccc2)c1C	5	6	-16	-27	-2	9	1	-5
CN(C)CCCNC(=O)C1(O)c2cc(Br)ccc2NC(=O)N1c1c(F)cccc1F (stereo not drawn)	8	19	5	11	-4	0	-1	2
COc1ccc(C(=O)NNC(=S)NC(=O)c2ccc(F)cc2)cc1Br	11	21	11	-5	5	8	2	-12
Cc1cn(CC(=O)NCCNc2ccc([N+](=O)[O-])cn2)c(=O)[nH]c1=O	/	4	/	0	/	/	-1	-4
N#Cc1ccc(CSc2nc(N)cc(N)n2)cc1	-15	3	2	1	0	-4	0	-4
COc1ccc2c(C(=O)c3ccc(C)cc3)n(Cc3ccc(C(N)=O)cc3)[n+]([O-])c2c1	9	-159	1	-6	0	5	-2	9
COC(=O)COc1ccc2c(c1)O/C(=C\c1cccc([N+](=O)[O-])c1)C2=O	-4	-36	4	-20	-4	-14	0	6
Cc1cc2[nH]c3ccccc3c2c(C)n1	6	-111	-5	-13	3	0	-10	-2
CCCc1cc(C(=O)N2CCN(C(c3ccccc3)c3ccccc3)CC2)no1	1	8	13	1	-4	4	-1	0
O=c1[nH]c(O)c(C=Nc2ccc(Cl)cc2Cl)c(=O)[nH]1	/	-384	/	0	/	/	0	3
CCOC(=O)C(C)C1(O)c2ccccc2-c2ncccc21 (stereo not drawn)	-2	9	-8	-9	2	-3	0	-5
CCN(CC)C(=O)[C@H]1CC(CC(=O)NCCCn2ccnc2)C(=O)N2CCc3c([nH]c4ccc(OC)cc34)[C@]12C (stereo partly drawn)	-1	12	4	-9	/	/	1	-4
Cc1ccc(CN2CCN(Cc3ccc(O)cc3)CC2CCO)o1 (stereo not drawn)	-3	6	0	2	-7	-10	-1	-7
C[C@@H](C(=O)Nc1ccc2ccccc2c1)[C@H]1C[C@]1(C)[C@H](NC(=O)c1cnccn1)c1ccccc1	3	0	9	15	-3	6	1	3
CCOc1ccccc1-c1nnc(SCC(=O)NC2(C#N)CCCC2)o1	9	5	-5	4	1	-6	1	-4
O=C(CC1(O)C(=O)N(Cc2ccccc2Cl)c2ccccc21)c1ccco1 (stereo not drawn)	6	14	7	3	1	-22	-1	3
Cn1ncc(Cl)c1C(=O)Nc1nc2ccc(Cl)cc2s1	98*	-56	-12	45	-5	98*	2	-5
CC(C)c1ccc(-n2ccnc2SCC(=O)O)cc1	-4	-1	-8	-13	-5	-21	2	-5
CC(C)(CNC(=O)c1cccs1)N1CCOCC1	-3	7	0	-9	-13	-33	1	-5
CCOC(=O)c1c(NC(=O)Nc2ccccc2)sc(C)c1C	-4	-36	8	49	-5	-20	1	9
Cc1cc(/C=C(\C#N)C(=O)Nc2ccc(F)cc2)c(C)n1-c1ccc(N2CCOCC2)c([N+](=O)[O-])c1	6	10	10	-6	-1	-37	-5	7
O=C(O)C1CCCCC1C(=O)Nc1ccc(Cl)cc1 (stereo not drawn)	0	6	-18	-8	3	-9	2	13
CC(C)c1ccc(CN2CCN(S(=O)(=O)c3ccc(Cl)s3)CC2)cc1	-8	13	14	54	-11	-17	1	3
CN(C(=O)COC(=O)Cc1c(Cl)cccc1Cl)C1CCS(=O)(=O)C1 (stereo not drawn)	6	22	-11	15	1	-1	1	-1
CCOC(=O)c1sc2nc(C)cc(-c3ccccc3)c2c1N	6	-417	13	6	-5	-9	-25	0
O=C1/C(=C/c2cccs2)CCc2ccccc21	98*	-1	16	19	96*	95*	1	14
CC(=O)N1N=C(C)CC1c1ccc(O)cc1 (stereo not drawn)	7	18	-10	30	1	5	1	-6

# 3 structures already listed, arranged by length of the SMILES, rising.
SMILES	SENP7 block	SENP8 block-1	Apaf-1 inh	PfG6PD inh	SENP8 block-2	SENP6 inh	SENP1 inh	HKDC1 inh
Clc1cccc(C2CCN(Cc3nc(CC4CC4)no3)C2)c1 (stereo not drawn)	-3	6	10	9	-13	-41	-3	-10
CC(C)c1ccc(CN2CCN(S(=O)(=O)c3ccc(Cl)s3)CC2)cc1	-8	13	14	54	-11	-17	1	3
CCN(CC)C(=O)[C@H]1CC(CC(=O)NCCCn2ccnc2)C(=O)N2CCc3c([nH]c4ccc(OC)cc34)[C@]12C (stereo partly drawn)	-1	12	4	-9	/	/	1	-4

# Next compounds.
SMILES	SENP7 block	SENP8 block-1	Apaf-1 inh	PfG6PD inh	SENP8 block-2	SENP6 inh	SENP1 inh	HKDC1 inh
CCOP(=O)(OCC)C(NC(=O)c1ccc(OC)cc1)c1ccccc1 (stereo not drawn)	2	4	-5	-15	-3	-25	1	-2
O=C(CN1C(=O)NC2(CCCC2)C1=O)N1CCc2ccccc2C1	4	12	-10	15	-3	4	3	-3
O=C1CC[C@H](O)CCN1[C@H](CSc1ccc(Br)cc1)Cc1ccccc1	-1	11	12	23	-5	-6	1	-2
COCCn1c(SCC(=O)NC2CC2)nc2ccccc21	3	3	6	9	-14	-12	-2	1
COCc1cc(=O)[nH]c(SC)n1	-2	14	-20	-4	3	-7	1	-1
CN1CCN(C(=S)Nc2ccc(Cl)cc2Cl)CC1	-4	10	-4	4	11	4	4	-1
O=C(Nc1nc(-c2ccc(Cl)cc2)cs1)C1=COCCO1	7	-13	8	17	-16	8	-7	1
COc1ccccc1NC(=O)Cc1csc(NC(=O)c2ccccc2)n1	6	19	11	1	2	8	1	5
O=C(Nc1ccc(S(=O)(=O)N2CCCC2)cc1)C1COc2ccccc2O1 (stereo not drawn)	3	10	11	1	5	6	-1	-3
CCN(C(=O)COC(=O)C1CCN(S(=O)(=O)c2cccs2)CC1)c1ccccc1	4	-5	13	16	-6	-15	1	-8
COc1cc(NS(=O)(=O)c2cc3c(cc2C)NC(=O)CO3)cc(OC)c1	0	16	11	-18	-4	-6	3	6
CC(=O)N1CCN(c2ccccc2NC(=O)c2cc3ccccc3o2)CC1	-1	-2	14	-2	-9	4	0	-2
CC(C)S(=O)(=O)C/C(N)=N/OS(=O)(=O)c1ccc(Cl)cc1	4	3	-29	3	-2	-8	2	3
CC1CCN(CCc2nc3cc(NC(=O)COc4ccccc4)ccc3n2C)CC1	3	18	52*	-10	-1	14	-1	-7
CCn1cc([C@@H]2C[C@H]3CN(Cc4cccc(Cl)c4)C(=O)[C@]34CCCN24)cn1	2	6	3	-5	1	-3	1	5
COc1ccc(CC(=O)O/N=C(\N)Cc2ccc([N+](=O)[O-])cc2)cc1	5	26	-11	5	-3	-13	5	-3
Nc1ccccc1C=C1Cc2ccccc2C1=O	/	11	/	32	/	/	56*	4
CCOc1ccc(NC(=O)CN2C(=O)NC(C)(c3ccc4c(c3)OCCCO4)C2=O)cc1OCC (stereo not drawn)	/	15	/	9	/	/	-2	-4
Cc1ccc(NC(=O)CSc2nnnn2-c2cccnc2)c(C)c1	1	5	4	6	2	-14	1	-7
COc1ccccc1C(=O)Nc1cc(C)c(OCC(=O)N2CCOCC2)c(C)c1	-2	0	2	9	5	3	0	-1
CCN(CC)C(=O)c1sc2c(c1C)c(=O)n(-c1ccc(C)c(C)c1)c(=O)n2CC(=O)NCC1CCCO1 (stereo not drawn)	11	22	4	-6	-7	-3	1	-4
CC1CN(CC(O)COc2ccc(C(C)C)cc2)CC(C)O1 (stereo not drawn)	-2	24	7	14	-1	-11	1	1
C/C(NCc1ccccc1)=C(\C#N)C(=O)NCc1ccccc1	10	13	26	-13	0	-17	1	-9
CCN(c1ccccc1)S(=O)(=O)c1cccc(C(=O)Nc2ccc(C)cn2)c1	-11	17	-10	3	-5	-7	2	3
O=C(NNc1cc(N2CCOCC2)nc(N2CCOCC2)n1)C12CC3CC(CC(C3)C1)C2	4	23	34	3	1	14	-25	15
O=C1OC(c2ccc(Br)cc2)=N/C1=C\N1CCCCC1	-3	-18	21	-2	-12	-25	2	3
CC1CCN(c2nncc3ccccc23)CC1	5	24	3	-2	-1	-12	2	-3
COc1ccc(S(=O)(=O)N2CCC(NC(=O)c3cccnc3)CC2)cc1	10	4	3	-12	1	5	1	-5
Cc1[nH]nc2c1C(c1ccccc1F)CC(=O)N2 (stereo not drawn)	6	17	7	16	-2	-7	0	0
CN(C)S(=O)(=O)Oc1ccsc1C(=O)Nc1cccc(Cl)c1Cl	15	7	23	6	-9	4	-1	4

# 2 of these compounds in a different format.
smiles: CN(C)S(=O)(=O)Oc1ccsc1C(=O)Nc1cccc(Cl)c1Cl
  SENP7 block = 15 | SENP8 block-1 = 7 | Apaf-1 inh = 23 | PfG6PD inh = 6 | SENP8 block-2 = -9 | SENP6 inh = 4 | SENP1 inh = -1 | HKDC1 inh = 4

smiles: CC1CCN(CCc2nc3cc(NC(=O)COc4ccccc4)ccc3n2C)CC1
  SENP7 block = 3 | SENP8 block-1 = 18 | Apaf-1 inh = 52* | PfG6PD inh = -10 | SENP8 block-2 = -1 | SENP6 inh = 14 | SENP1 inh = -1 | HKDC1 inh = -7

# Going on with the list:
SMILES	SENP7 block	SENP8 block-1	Apaf-1 inh	PfG6PD inh	SENP8 block-2	SENP6 inh	SENP1 inh	HKDC1 inh
O=C(O)C1CC(=O)N(c2ccc(OCc3ccccc3)cc2)C1 (stereo not drawn)	4	14	3	-18	1	-3	3	-1
Cc1ccc(O/C=C2\OC(=O)c3ccccc32)cc1	-7	-13	-3	-7	-5	-11	0	1
Cn1c2c(c(=O)[nH]c1=O)C(c1cccc(O)c1)C1=C(N2)c2ccccc2C1=O (stereo not drawn)	/	16	/	1	/	/	12	3
O=C(CSc1nc2ccccc2c(=O)n1-c1ccccc1F)NC1CC1	-9	5	-1	10	-15	4	1	-5
Cc1ccc(OCC(=O)NNC(=O)CCc2ccccc2)c(Br)c1	9	12	6	-19	-1	-28	1	4
CCCN(CCC)C(=O)CSc1nc2ccsc2c(=O)n1NC(=O)c1ccccc1	-3	40	-1	-22	-16	-12	0	1
C=CCN(C1CCCCC1)S(=O)(=O)c1ccc2c(c1)oc(=O)n2C	8	-1	2	-1	-9	0	2	-6
O=C(c1ccccc1Cl)N(Cc1ccc(Cl)c(Cl)c1)N1C(=O)CCCC1=O	-2	1	-2	16	-3	6	1	-1
CCC1=Nc2cc(C(=O)NCCN3CCOCC3)ccc2Sc2ccccc21	5	8	-1	-14	-6	-6	3	-4
COc1cc(C=O)cc(Br)c1OCC(N)=O	-2	7	-4	2	-4	-9	0	-4
CN(C)C(=O)CCC(=O)N1CCCC(C(=O)c2ccc3c4c(cccc24)CC3)C1 (stereo not drawn)	5	-151	-4	0	4	-30	-1	5
O=C(COC(=O)c1cc(S(=O)(=O)N2CCCC2)ccc1O)NCCc1ccccc1	-8	i	5	-2	-9	-19	1	-2
COc1ccc(-c2cc(C)no2)cc1S(=O)(=O)N1CCOc2ccccc21	4	9	-425	-11	-1	17	-2	6
COc1ccc(S(=O)(=O)NCc2cc(=O)n(C)c(=O)n2C)cc1C	-1	20	-3	5	-1	5	1	5

# Screens as filed in PubChem BioAssay.
